Bioassay records (PubChem)
M. tuberculosis HTS: M. tuberculosis growth inhibition, HTS (AID 449762); inhibition, % at 25 µM; hits with a dose series show IC50 in µM; hit rate 0.59% among 330,000; M. tuberculosis H37Rv growth inhibition, 7H9 media; higher % means a stronger effect; in the data active = a potency from the dose series; inconclusive = inhibition above about 70% without an active follow-up result;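 also: bacterial growth assessed after seven days of incubation; strong numbers were not always called active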
Salmonella PhoP GFP: Inhibition of PhoP regulon, Salmonella typhi GFP reporter cells, confirmation, 4 h (AID 1850). hit rate 0.33% among 310,000. inhibition, % at 50 µM; hits with a dose series show IC50 in µM. Salmonella Typhi PhoP-promoter GFP reporter, fluorescence, 4 h; higher % means a stronger effect; in the data active = a potency from the dose series; inconclusive = inhibition mostly from about 25% at the one dose, without a potency; inactive = the rest, 99 in 100 with inhibition below about 19%;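 also: 0% = induced wells with vehicle and 100% = uninduced wells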
M. tuberculosis: growth inhibition of non-replicating M. tuberculosis (AID 488890); hit rate 0.39% among 320,000; one-dose inhibition, % at 25 µM; IC50 in µM for titrated hits; Mycobacterium tuberculosis non-replicating, growth inhibition; higher % means a stronger effect; in the data active = a potency from the dose series; inconclusive = inhibition mostly from about 82% at the one dose, without a potency; inactive = the rest, 99 in 100 with inhibition below about 76%;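 also: plate controls were DMSO cells for no effect and high antibiotic wells for full effect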
H1N1 NS1A inhibition: NS1A inhibition, H1N1 influenza, cell based functional assay (AID 504329). hit rate 0.3% among 340,000. NS1A functional cell-based assay, percent inhibition; higher % means a stronger effect. inhibition, % at 12.5 µM; hits with a dose series show IC50 in µM; in the data active = a potency from the dose series; inconclusive = inhibition above about 27% without an active follow-up result; also: strong numbers were not always called active
inhibitors of VEEV: inhibitors of VEEV TC-83 cytopathic effect, confirmation, Vero cells (AID 588727); Vero cells, VEEV TC-83 cytopathic effect inhibition; higher % means a stronger effect; inhibition, % at 20 µM, or IC50 in µM where a hit was titrated; hit rate 0.13% among 350,000; in the data active = a potency from the dose series; inconclusive = inhibition mostly from about 14% at the one dose, without a potency; inactive = the rest, 99 in 100 with inhibition below about 12%; also: strong numbers were not always called active
inhibitors of VEEV 10K pilot screen: also measured in inhibitors of VEEV; calls as there; inhibition, %; measured here: 10K pilot screen inhibition
* = called active by the depositor; i = inactive; ? = inconclusive; . = not tested or not shown.

SMILES	M. tuberculosis HTS	Salmonella PhoP GFP	M. tuberculosis	H1N1 NS1A inhibition	inhibitors of VEEV	others
CC12CCC(=O)N1C(C(=O)NNC(=O)COc1ccc(Br)cc1)CS2 (centres undefined)	-2%	-2%	-6%	0%	1.6%
COc1ccc(N2C(=NC(=O)C3CCCCC3)SC3CS(=O)(=O)CC32)cc1OC (centres undefined)	-4%	2%	10%	-10%	1.8%
O=S(=O)(c1cc(Cl)ccc1Cl)N1CCC2(CC1)OCCO2	2%	-4%	26%	-4%	1.0%
COC(=O)c1ccc(N2CCN(CC(=O)c3ccc(C)cc3)CC2)c([N+](=O)[O-])c1	-5%	8%	21%	8%	0.2%
O=C(COC(=O)/C=C/c1cccc(Br)c1)NC1CC1	4%	.	41%	1%	0.9%
COc1ccccc1NC(=O)C(=O)c1cn(CC(=O)N2CCCC2)c2ccccc12	4%	-11%	21%	-1%	10%
CC(/C=C/c1ccc2c(c1)OCO2)=N\NC(=O)COc1ccccc1C	-8%	-1%	-6%	-7%	i
O=C(NC(NC(=O)c1ccccc1)c1cccc([N+](=O)[O-])c1)c1ccccc1	-3%	-3%	1%	-2%	0.6%
Cc1ccc(F)cc1NC(=O)c1c(-c2ccccc2)noc1C	-8%	5%	.	5%	i
O=C(CCNS(=O)(=O)c1ccccc1)NNC(=O)COc1ccccc1F	1%	.	-11%	-8%	2.2%
COc1cccc(C2c3[nH]c4ccccc4c3CCN2CCCn2cccn2)c1 (centres undefined)	60%	-1%	32%	-11%	0.2%	inhibitors of VEEV 10K pilot screen=0.3
Cc1ccc(-n2c(=O)cc(N3CCCCCC3)[nH]c2=O)cc1	-1%	7%	-4%	-5%	1.7%
COC(=O)[C@@]12CCCN1[C@H](c1ccc(-c3ccc4c(c3)OCO4)cc1)[C@H]1C(=O)N(C)C(=O)[C@H]12	-7%	.	1%	-7%	1.6%
CN(C)c1ccc(C(=O)N(Cc2ccccc2)Cc2ccccc2)cc1	12%	-5%	16%	20%	1.2%
C/C(=N\NC(=O)c1c([N+](=O)[O-])c(C)nn1C)c1ccc(NC(=O)c2ccc(C)o2)cc1	-12%	-1%	3%	-3%	11%
COC(=O)c1ccc(N2Cc3ccccc3/C2=N\C(=O)Nc2ccccc2)cc1	0%	-6%	-13%	5%	1.4%
Cc1cc(Cl)ccc1OCC(=O)n1cc(C(=O)c2cc(Cl)ccc2O)cn1	1%	-8%	-11%	.	.
Cn1c(SCC(=O)N2c3ccccc3CCc3ccccc32)nnc1-c1ccc(O)cc1	-4%	-2%	20%	7%	4.0%
CC1=Nn2c(nnc2-c2ccccc2F)SC1	-2%	8%	-8%	-21%	2.6%
NP(=O)(Oc1ccccc1)c1ccccc1 (centres undefined)	.	.	.	-1%	1.8%
Cc1ccc(C(=O)Nc2ccc(Oc3cccc(C(F)(F)F)c3)nc2)cc1	3%	2%	.	11%	7.9%
Nc1nnc(SCC(=O)NCC(=O)Nc2ccc(F)c(F)c2F)s1	-11%	.	-8%	-8%	1.3%
COc1ccc(-n2nnc3c(SCC(=O)NCC4CCCO4)ncnc32)cc1 (centres undefined)	49%	0%	69%	-20%	3.0%
CCOC(=O)CSc1ccc(C(=O)Nc2ccc(Cl)cc2)cn1	?	7%	?	1%	0.9%
CCC1(C)N=C(N)Nc2nc3cc(C)c(C)cc3n21 (centres undefined)	3%	16%	-2%	2%	1.6%
O=C(CSc1nnc(CNC(=O)c2ccc(F)cc2)o1)NCc1ccc(F)cc1	-20%	-6%	68%	-5%	1.6%
CC(C)N(C(=O)[C@H]1C[C@H](CC(=O)NCC23CC4CC(CC(C4)C2)C3)C(=O)N2CCc3c([nH]c4cc(-c5ccco5)ccc34)[C@]12C)C(C)C	.	.	.	8%	i
CC(=O)c1cccc(NC(=O)c2c(-c3c(F)cccc3Cl)noc2C)c1	6%	.	24%	10%	i
COc1ccc(N(CCC(=O)O)S(=O)(=O)c2ccc(C)c(C)c2)cc1	-3%	1%	-13%	1%	i
CCN1C[C@]2(COC)CC[C@H](O)[C@]34C1[C@](O)([C@@H](OC)[C@H]23)[C@@]1(O)C[C@H](OC)[C@H]2C[C@@H]4[C@@H]1[C@H]2OC	-7%	0%	-12%	-4%	0.8%
COC(=O)[C@@]12CCCN1[C@H](c1ccc(-c3cccc(Cl)c3)cc1)[C@H]1C(=O)N(C)C(=O)[C@H]12	-1%	-2%	8%	12%	i
c1ccc(CSc2nnc(-c3cccnc3)o2)cc1	?	13%	?	5%	1.3%
C=C(C)c1cccc(C(C)(C)NC(=O)Nc2ccc3[nH]c(=O)[nH]c3c2)c1	2%	-2%	4%	-19%	7.4%
CCCCCCc1nc2ccccc2c(=O)n1N	-4%	2%	46%	-1%	0.4%
COc1cc(SC)ccc1C(=O)N1CCN(Cc2ccc3c(c2)OCO3)CC1	-3%	-6%	10%	1%	0.2%
N=C1S/C(=C\c2cccc3ccccc23)C(=O)N1c1ccc(F)cc1	0%	-6%	1%	-6%	1.1%
CC(C)(C)C1CCc2c(sc(NC(=O)c3cccs3)c2C(=O)N2CCCCC2)C1 (centres undefined)	?	7%	53%	-1%	0.9%
CCCCCC(=O)Nc1cccc(C2=NOC3(C2)C[C@@H](C(N)=O)N(C(=O)C2(C)CC2)C3)c1 (some centres undefined)	5%	-11%	11%	4%	0.2%
COc1ccc(C(=O)Nc2cc(Cl)ccc2N2CCOCC2)cc1S(=O)(=O)N1CCOCC1	.	.	.	-3%	8.0%
Cc1nc(=O)c(-c2ccccc2)c(C)n1-c1ccccc1O	-3%	0%	1%	4%	0.7%

Twelve entries already listed, sorted by molar mass, high to low.
SMILES	M. tuberculosis HTS	Salmonella PhoP GFP	M. tuberculosis	H1N1 NS1A inhibition	inhibitors of VEEV	others
CC(C)N(C(=O)[C@H]1C[C@H](CC(=O)NCC23CC4CC(CC(C4)C2)C3)C(=O)N2CCc3c([nH]c4cc(-c5ccco5)ccc34)[C@]12C)C(C)C	.	.	.	8%	i
COc1ccc(C(=O)Nc2cc(Cl)ccc2N2CCOCC2)cc1S(=O)(=O)N1CCOCC1	.	.	.	-3%	8.0%
CCN1C[C@]2(COC)CC[C@H](O)[C@]34C1[C@](O)([C@@H](OC)[C@H]23)[C@@]1(O)C[C@H](OC)[C@H]2C[C@@H]4[C@@H]1[C@H]2OC	-7%	0%	-12%	-4%	0.8%
CCCCCC(=O)Nc1cccc(C2=NOC3(C2)C[C@@H](C(N)=O)N(C(=O)C2(C)CC2)C3)c1 (some centres undefined)	5%	-11%	11%	4%	0.2%
COC(=O)[C@@]12CCCN1[C@H](c1ccc(-c3cccc(Cl)c3)cc1)[C@H]1C(=O)N(C)C(=O)[C@H]12	-1%	-2%	8%	12%	i
CC(C)(C)C1CCc2c(sc(NC(=O)c3cccs3)c2C(=O)N2CCCCC2)C1 (centres undefined)	?	7%	53%	-1%	0.9%
O=C(CSc1nnc(CNC(=O)c2ccc(F)cc2)o1)NCc1ccc(F)cc1	-20%	-6%	68%	-5%	1.6%
COc1cc(SC)ccc1C(=O)N1CCN(Cc2ccc3c(c2)OCO3)CC1	-3%	-6%	10%	1%	0.2%
CC(=O)c1cccc(NC(=O)c2c(-c3c(F)cccc3Cl)noc2C)c1	6%	.	24%	10%	i
C=C(C)c1cccc(C(C)(C)NC(=O)Nc2ccc3[nH]c(=O)[nH]c3c2)c1	2%	-2%	4%	-19%	7.4%
Cc1nc(=O)c(-c2ccccc2)c(C)n1-c1ccccc1O	-3%	0%	1%	4%	0.7%
CCCCCCc1nc2ccccc2c(=O)n1N	-4%	2%	46%	-1%	0.4%

(cont.)
SMILES	M. tuberculosis HTS	Salmonella PhoP GFP	M. tuberculosis	H1N1 NS1A inhibition	inhibitors of VEEV	others
Nc1nc2n(n1)C(c1ccco1)CC(c1ccc(Cl)cc1Cl)N2 (centres undefined)	10%	0%	15%	-4%	3.2%
O=[N+]([O-])c1ccc(Cl)c(S(=O)(=O)Nc2cccc(S(=O)(=O)NC3=NCCC3)c2)c1	1%	.	20%	-1%	1.5%
COc1ccc(/C=C/C(=O)NC(=S)Nc2ccc(S(=O)(=O)N=C(N)N)cc2)cc1OC	8%	-3%	4%	0%	i
Cn1nc(C(F)(F)F)c(-c2cccc(C(F)(F)F)c2)c1NC(=O)Nc1ccc(F)cc1	4%	3%	10%	.	0.7%
COc1ccccc1N1C(=NC(=O)C(C)Oc2ccccc2)SC2CS(=O)(=O)CC21 (centres undefined)	0%	-2%	2%	7%	0.1%
COc1ccc(-c2nnc(OC)c3ccccc23)cc1	-2%	-2%	48%	-6%	1.5%
S=C(NCc1cccs1)Nc1ccccc1Cl	-1%	-5%	?	-6%	0.3%
COc1cc(NC(=O)CCCNC(=O)c2ccc(Cl)cc2)cc(OC)c1OC	0%	1%	-5%	3%	0.1%
CCOC(=O)c1cccc(N2C(N)=NC(N)=NC2(C)C)c1	2%	-4%	-14%	4%	0.2%
O=C1NC(=S)N/C1=C/c1cccc([N+](=O)[O-])c1	25%	0%	-9%	-3%	1.3%	inhibitors of VEEV 10K pilot screen=2.6
Cc1cc(NC(=O)CCC(=O)N(c2ccccc2C)C(C(=O)NC2CCCC2)c2ccccc2)no1 (centres undefined)	2%	3%	-5%	3%	0.7%
S=C(Nc1ccc2nccnc2c1)N1CCOCC1	-11%	-2%	-6%	-1%	7.8%
COc1ccc(CCN(C)Cc2ccc(OCc3ccccc3)c(OC)c2)cc1OC	-5%	3%	57%	21%	i
CCOC(=O)N1CCN(Cc2nc3cc(NC(=O)C(C)C)ccc3n2CC)CC1	4%	8%	-13%	1%	i
COC(=O)c1c(NC(=O)Cc2ccc(OC)c(S(=O)(=O)N3CCOCC3)c2)sc(C)c1C	4%	2%	6%	4%	5.9%
Cc1cc(C(F)(F)F)nc(SCC(=O)c2cccc([N+](=O)[O-])c2)n1	8%	9%	.	10%	i
O=C1C2C3C=CC(C2C(=O)N1C1CCCCC1)C1C2C(=O)N(C4CCCCC4)C(=O)C2C31 (centres undefined)	8%	10%	79%	-6%	0.7%	inhibitors of VEEV 10K pilot screen=1.4
COc1ccc(C2(OC)Oc3cc(OC)ccc3C(=O)C2(O)OC)cc1 (centres undefined)	.	.	.	-14%	0.3%
O=C(CSc1nnc2scc(-c3ccccc3)n12)NCc1ccc2c(c1)OCO2	-15%	-5%	-4%	-5%	2.0%
Cc1cccc(OC(=O)CN2C(=O)C3C4CCC(C4)C3C2=O)c1C (centres undefined)	-5%	1%	60%	4%	1.4%
CC(C)(C)c1ccc(OCc2nnc(SCC(N)=O)n2N)cc1	2%	-2%	12%	-4%	i
CCOC(=O)c1sc2nc(Cc3ccc(Cl)cc3)[nH]c(=S)c2c1C	-3%	-4%	-27%	-9%	i
CC1=CC2=C(OC1N(C)C)c1cccc3cccc(c13)C2=O (centres undefined)	3%	-21%	?	0%	2.0%
CC1CN(C(=O)c2cc(S(=O)(=O)N3CCCCC3)ccc2Cl)CC(C)O1 (centres undefined)	0%	.	4%	-7%	1.3%
O=C(Nc1ccc(Oc2ncnc3cc(Cl)ccc23)nc1)Nc1cccc(C(F)(F)F)c1	-19%	0%	-22%	-2%	0.3%
O=C(Nc1cc(C(F)(F)F)ccc1N1CCOCC1)c1cnccn1	-9%	-5%	-3%	9%	7.7%
O=C(N1CCCC1)C12CC3CC(CC(Cl)(C3)C1)C2	2%	1%	-22%	-5%	1.5%
O/N=C1\CCCc2ccc3ccccc3c21	30%	0%	29%	-15%	i
CCCC1C(c2ccccc2)C(C#N)(C#N)C2(C#N)CC1(N)NC2=O (centres undefined)	2%	-4%	11%	-5%	i
COc1cc2c(cc1NC(C)=O)CCCC2	-6%	-5%	21%	6%	i
O=C(Nc1nnc(SCC(=O)N2CCCC2)s1)C1CC(=O)N(c2ccccc2)C1 (centres undefined)	-28%	-4%	-10%	-5%	2.1%
Clc1ccc(NCc2nncn2-c2ccccc2)cc1	-5%	2%	0%	2%	0.2%
O=c1[nH]c(Cc2cccc(C(F)(F)F)c2)nc2ccccc12	1%	-5%	-18%	-14%	i
O=C(CCc1nc2ccccc2s1)OCC(=O)c1ccc[nH]1	48%	3%	?	0%	0.2%
O=C1/C(=C/c2ccc([N+](=O)[O-])cc2)N2CCC1CC2	-5%	15%	-13%	0%	1.4%
Cc1ccc(C2CN(C)C3(C(=O)Nc4ccccc43)C23COc2ccccc2C3=O)cc1 (centres undefined)	99%	-9%	8%	4%	i
COc1ccc(N(CC2CO2)S(=O)(=O)c2ccc(C)cc2)cc1 (centres undefined)	7%	-7%	20%	0%	0.6%
CC(=O)c1cccc(NC(=O)CN(c2ccccc2F)S(C)(=O)=O)c1	6%	1%	-5%	10%	1.1%
Cn1ccnc1SCC(=O)Nc1ccc(Cl)cn1	-2%	-6%	4%	4%	0.2%
O=C(Nc1nc2ccccc2n1CCOc1ccc(Cl)cc1)c1ccco1	-10%	-2%	i	28%	24%
